Pf growth 96h: Primary qHTS for delayed death inhibitors of the malarial parasite plastid, 96 hour incubation; P. falciparum luciferase reporter growth, 96 h; Potency, µM (top dose mostly 28.7 µM), inactives show at the top dose activity change, negative = inhibition, most hits filed as inhibitors; 320,000 tested, 6.9% active; also: potency is read from the fitted curve at half-maximal effect; % is scaled to controls: 0 for no effect and ±100 for the full control effect
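Cell-based qHTS: luciferase-tagged P. falciparum in erythrocytes (2% hematocrit, 0.05% parasitemia final) incubated with compounds for 96 hours, 37 C, 5% CO2; luciferase detection reagent then added and luminescence measured.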
FBPA Giardia inh: qHTS Assay for Inhibitors of Fructose-1,6-bisphosphate Aldolase from Giardia Lamblia | purified Giardia FBPA | Potency, µM (highest dose often 59.6 µM), without a hit: at the highest dose activity, negative = inhibition, usual class: inhibitors | 290,000 tested, 0.71% active | A8B2U2; also: potency is read from the fitted curve at half-maximal effect; % is scaled to controls: 0 for no effect and ±100 for the full control effect; nearly all actives have a fitted effect of over 55% in size
Target sequence (A8B2U2 whole entry, looked up): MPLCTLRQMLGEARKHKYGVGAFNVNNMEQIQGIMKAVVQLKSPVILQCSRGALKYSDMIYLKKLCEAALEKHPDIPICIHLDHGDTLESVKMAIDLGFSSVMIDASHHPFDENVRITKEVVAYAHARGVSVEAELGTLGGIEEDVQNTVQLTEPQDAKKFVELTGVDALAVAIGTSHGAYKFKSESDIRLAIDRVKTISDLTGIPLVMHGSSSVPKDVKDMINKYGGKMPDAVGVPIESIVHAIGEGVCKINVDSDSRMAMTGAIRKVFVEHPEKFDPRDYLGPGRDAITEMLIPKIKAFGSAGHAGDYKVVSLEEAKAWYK
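40 nM FBPA preincubated 10 min at RT with compound (up to 57.5 uM final), then substrate plus GAPDH/TPI/NAD/arsenate coupling and diaphorase/resazurin added. Fluorescence read after 20 min at RT, 525/598 nm.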
Pf growth 48h: Primary qHTS for delayed death inhibitors of the malarial parasite plastid, 48 hour incubation; P. falciparum luciferase growth in erythrocytes, 48 h; Potency, µM (doses to about 28.7 µM), for inactives: at the highest dose activity change, negative = inhibition, usual class: inhibitors; 310,000 tested, 5.9% active; also: potency is read from the fitted curve at half-maximal effect; % is scaled to controls: 0 for no effect and ±100 for the full control effect
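A one-generation exposure of luciferase-tagged malaria parasites in RPMI 1640/Albumax erythrocyte culture, 37 C and 5% CO2. Inhibition is inferred from decreased luminescence after adding detection reagent.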
Shiga inhibitor: A qHTS for Small Molecule Inhibitors of Shiga Toxin | Vero cells, Shiga toxin protein synthesis inhibition reporter | inhibition, % at 38.7 µM | 290,000 tested, 9.2% active | AID 2315, 2010; in the data active = inhibition mostly above about 28%, no sharp cut-off; inactive = mostly below about 43%; also: 0% is about no effect
Sm TGR block: qHTS Assay for the Inhibitors of Schistosoma Mansoni Peroxiredoxins. Schistosoma mansoni thioredoxin glutathione reductase (TGR), Q962Y6. purified TGR, DTNB reduction, TNB absorbance 405 nm. Potency, µM (highest dose often 114 µM), inactives show at the top dose activity change, negative = inhibition, most hits filed as inhibitors. 360,000 tested, 3% active; also: potency is read from the fitted curve at half-maximal effect; % is scaled to controls: 0 for no effect and ±100 for the full control effect; nearly all actives have a fitted effect of over 60% in size
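TGR 20 nM + NADPH 100 uM (dispensed conc.), cpd preinc 15 min RT; start with NADPH (500 uM addition) then DTNB (15 mM addition). Kinetic TNB absorbance, 405 nm filter. Four-parameter Hill fit across titration.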
CHX counter: Cycloheximide Counterscreen for Small Molecule Inhibitors of Shiga Toxin; cell reporter, cycloheximide protein synthesis inhibition counterscreen; max response, %; 300,000 tested, 12% active; AID 2314, 2010; in the data active = max response mostly above about 13%, no sharp cut-off; inactive = mostly below about 14%; also: read at 38.3 µM for the half of the compounds with a filed dose; 0% is about no effect
Starred values were filed as active, the others as inactive; & = joins results of further samples; [ ] = another dose, or the depositor's remark. Unless noted, calls follow the shape of the dose curve; as a rule, active = well fitted curve in the direction sought with a large enough effect; inconclusive = small, poorly fitted or top-dose-only effect, or another doubt; inactive = no such curve, though single readings can be large; an effect the other way counts as inactive or inconclusive.

`O=C1N=C2SCCN2/C1=C\c1ccc(Cl)cc1` gave Pf growth 96h 21%, FBPA Giardia inh -1%, Shiga inhibitor 12, Sm TGR block 0% and CHX counter 7.
`COc1cccc(C(=O)NNc2nc(C)cc(C)n2)c1` gave Pf growth 96h 2%, FBPA Giardia inh -17%, Pf growth 48h 21%, Shiga inhibitor -3, Sm TGR block -11% and CHX counter -4.
Screening Cc1ccc(C(=O)c2cc([N+](=O)[O-])ccc2N2CCOCC2)cc1 returned Pf growth 96h -13%, FBPA Giardia inh -1%, Pf growth 48h -3%, Shiga inhibitor -11, Sm TGR block -6% and CHX counter -2.
Cc1cnc(C(=O)N2CCCC(N3CCN(c4ccccc4F)CC3)C2)cn1 (configuration not stated) was read as Pf growth 96h 0%, FBPA Giardia inh 5%, Pf growth 48h inconclusive, Shiga inhibitor -6, Sm TGR block -32% and CHX counter 7.
Cc1cc(C)c(C)c(OCCCN(C)C)c1 was read as Pf growth 96h 228%[activator], FBPA Giardia inh -19%, Pf growth 48h inconclusive, Shiga inhibitor -15, Sm TGR block 2% and CHX counter -3.
COC(=O)c1cccc(C#CC(NP(=O)(c2ccccc2)c2ccccc2)c2ccccc2)c1 (configuration not stated) was read as Pf growth 96h -3%, FBPA Giardia inh -1%&1%, Pf growth 48h inconclusive, Shiga inhibitor -13, Sm TGR block 11µM* and CHX counter -2.
CCOC(=O)N1CCN(C(=O)CCN2C(=O)COc3ccccc32)CC1 was read as Pf growth 96h 15%, FBPA Giardia inh 9%, Pf growth 48h 7%, Shiga inhibitor 20, Sm TGR block 10% and CHX counter -2.
`COc1ccc(S(=O)(=O)N(C)c2ccc(C(=O)Nc3ccccc3C(=O)N3CCOCC3)cc2)cc1` gave Pf growth 96h 27%, Pf growth 48h inconclusive, Shiga inhibitor -11, Sm TGR block 12% and CHX counter 2.
`c1ccc2c(c1)nc1n2CC2CON(C3CCCCC3)C12` (configuration not stated) gave Pf growth 96h 0%, FBPA Giardia inh 7%, Pf growth 48h 52%[activator], Shiga inhibitor 2, Sm TGR block 2% and CHX counter 12.
Cc1ccc(S(=O)(=O)c2c(C)cc(C)nc2N2CCOCC2)cc1 was read as Pf growth 96h inconclusive, FBPA Giardia inh -18%, Pf growth 48h 173%[activator], Shiga inhibitor -7, Sm TGR block -4% and CHX counter -5.
Cc1cccc(C(=O)NCC(=O)NC(C)CCc2ccccc2)c1 (configuration not stated) was read as Pf growth 96h -19%, Pf growth 48h 4%, Shiga inhibitor -8, Sm TGR block 0% and CHX counter -3.
For CCOC(=O)C1(CCCc2ccccc2)CCN(C2CCN(C(C)=O)CC2)CC1 the results were Pf growth 96h inconclusive, FBPA Giardia inh 1%, Pf growth 48h inconclusive, Shiga inhibitor -12, Sm TGR block -1% and CHX counter -2.
For O=C(CSc1nnc(CCCOc2ccc(Cl)cc2Cl)o1)Nc1ccc(C(=O)O)cc1 the results were Pf growth 96h inconclusive, FBPA Giardia inh 10%, Pf growth 48h 10%, Shiga inhibitor 17, Sm TGR block -6% and CHX counter -2.
Cc1nn(Cc2ccccc2)c(C)c1NC(=O)CCCn1nc([N+](=O)[O-])cc1C was read as Pf growth 96h 14%, FBPA Giardia inh -7%, Pf growth 48h inconclusive, Shiga inhibitor 8, Sm TGR block 5% and CHX counter -2.
For O=C(c1ccc2c(c1)OCO2)N1CCN(c2ccc(F)cc2)CC1 the results were Pf growth 96h 11%, FBPA Giardia inh 6%, Pf growth 48h 24%, Shiga inhibitor 33, Sm TGR block 2% and CHX counter 18*.
CN(CC(=O)Nc1cccc(F)c1)C(=O)CCCc1c[nH]c2ccccc12 was read as Pf growth 96h inconclusive, Pf growth 48h inconclusive and Sm TGR block -20%.
COc1ccc(C(=O)N2CCN(CCc3ccccc3)CC2)cc1[N+](=O)[O-] was read as Pf growth 96h 37%[activator], Pf growth 48h -13%, Shiga inhibitor -22, Sm TGR block 1% and CHX counter -1.
`CC(C)C/C=C1\CCc2c([nH]c3ccccc23)C1=O` gave Pf growth 96h 111%[activator], FBPA Giardia inh -17%, Pf growth 48h 104%[activator], Shiga inhibitor 88*, Sm TGR block 10% and CHX counter 46*.
Cc1cc(C)c(C#N)c(SCCN2CCOCC2)n1 was read as Pf growth 96h -4%, FBPA Giardia inh 3%, Pf growth 48h inconclusive, Shiga inhibitor 22, Sm TGR block 12% and CHX counter 8.
O=C(CN(c1ccccc1F)S(=O)(=O)c1ccccc1)N1CCCCCC1 was read as Pf growth 96h 12%, FBPA Giardia inh 8%, Pf growth 48h inconclusive, Shiga inhibitor -7, Sm TGR block -3% and CHX counter 3.

2 successive entries out of the list so far, quoted:
`O=C1N=C2SCCN2/C1=C\c1ccc(Cl)cc1` gave Pf growth 96h 21%, FBPA Giardia inh -1%, Shiga inhibitor 12, Sm TGR block 0% and CHX counter 7.
`COc1cccc(C(=O)NNc2nc(C)cc(C)n2)c1` gave Pf growth 96h 2%, FBPA Giardia inh -17%, Pf growth 48h 21%, Shiga inhibitor -3, Sm TGR block -11% and CHX counter -4.

(more compounds)
`CC(=O)c1sc(NC(=O)C(C)Oc2ccc3c(C)cc(=O)oc3c2)nc1C` (configuration not stated) gave Pf growth 96h 7%, Pf growth 48h -8%, Shiga inhibitor -4, Sm TGR block -9% and CHX counter 2.
Screening CC(C)(C)C(=O)c1no[n+]([O-])c1/C(=N/O)C(C)(C)C returned Pf growth 96h inconclusive, FBPA Giardia inh -7%, Pf growth 48h 0%, Shiga inhibitor -17, Sm TGR block -21% and CHX counter 0.
`O=C(C1=C(O)C(=O)N(CCN2CCOCC2)C1c1cccc([N+](=O)[O-])c1)c1cccs1` (configuration not stated) gave Pf growth 96h 12%, FBPA Giardia inh -20%, Pf growth 48h 16%, Shiga inhibitor -5, Sm TGR block -28% and CHX counter -6.
COc1ccc(/C=N/NC(=O)C2C3CCCCC32)cc1OC (configuration not stated) was read as Pf growth 96h 3%, FBPA Giardia inh -9%, Pf growth 48h -12%, Shiga inhibitor 6, Sm TGR block -1% and CHX counter 13.
For Cc1cccc(/C(N)=N/OC(=O)Cc2cccs2)c1 the results were Pf growth 96h 138%[activator], FBPA Giardia inh 7%, Pf growth 48h 178%[activator], Shiga inhibitor 96*, Sm TGR block 5% and CHX counter 68*.
CCOc1cnc(C(=O)NNC(=O)C(Br)C(C)C)o1 (configuration not stated) was read as Pf growth 96h 17%, FBPA Giardia inh inconclusive, Pf growth 48h -6%, Shiga inhibitor -8, Sm TGR block 9% and CHX counter -4.
For CCn1c(CCCOc2ccc(Cl)cc2Cl)n[nH]c1=S the results were Pf growth 96h -13%, FBPA Giardia inh 0%, Pf growth 48h 0%, Shiga inhibitor 57*, Sm TGR block 0% and CHX counter 21*.
For COc1cc(C(=O)OCC(=O)Nc2ccc(SC(F)F)cc2)cc(OC)c1OC the results were Pf growth 96h 0%, FBPA Giardia inh -5%, Pf growth 48h 3%, Shiga inhibitor 10, Sm TGR block -2% and CHX counter 3.
For COC(=O)COC(=O)c1ccc(-n2nnnc2SC)cc1 the results were FBPA Giardia inh 5%, Pf growth 48h 31%[activator], Shiga inhibitor 10, Sm TGR block -24% and CHX counter 6.
For CC(=O)Nc1ccc(S(=O)(=O)NCCC(=O)OCc2nc(N)nc(Nc3ccccc3C)n2)cc1 the results were Pf growth 96h -51%, Pf growth 48h inconclusive and Sm TGR block -27%.
For Cn1c(=O)oc2cc(NC(=O)CCl)ccc21 the results were Pf growth 96h 6.6µM*, FBPA Giardia inh -9%, Pf growth 48h 5.2µM*, Shiga inhibitor -4, Sm TGR block 10µM* and CHX counter -1.
CNC(=O)C(NC(=O)Nc1ccc(C)cc1)C(C)(C)C (configuration not stated) was read as Pf growth 96h 23%, FBPA Giardia inh 1%, Pf growth 48h 8%, Shiga inhibitor 9 and CHX counter 7.
For Fc1ccc(-n2cc(-c3ccccc3)[n+]3c2SCC3)cc1 the results were Pf growth 96h inconclusive, FBPA Giardia inh 0%, Pf growth 48h inconclusive, Shiga inhibitor -6, Sm TGR block 6% and CHX counter -4.
COc1ccc(OCc2cc(C(=O)NCC3(C)COC3)no2)c(Cl)c1 was read as Pf growth 96h inconclusive, FBPA Giardia inh 3%, Pf growth 48h 37%, Shiga inhibitor 75*, Sm TGR block 0% and CHX counter 40*.
For c1ccc2c3nnc4n(c-3nc2c1)CCCS4 the results were FBPA Giardia inh -3%, Pf growth 48h -13%, Shiga inhibitor 54, Sm TGR block -13% and CHX counter 30*.
`CCOc1ccc(NC(=O)CSc2nc3ccccc3c(=O)n2CCCC(=O)N2CCCC2)cc1` gave Pf growth 96h inconclusive, FBPA Giardia inh 1%, Pf growth 48h 3%, Shiga inhibitor -23, Sm TGR block 7% and CHX counter -4.
`O=C(CCCCCNC(=O)c1ccccc1Cl)N/N=C/c1ccco1` gave Pf growth 96h -16%, FBPA Giardia inh 0%, Pf growth 48h -14%, Shiga inhibitor 0, Sm TGR block -6% and CHX counter -1.
`N=c1oc2cc(O)ccc2cc1C(=O)Nc1ccc(Br)cc1` gave Pf growth 96h 0.74µM*, FBPA Giardia inh 2%, Pf growth 48h 46%[activator], Shiga inhibitor 41*, Sm TGR block -13% and CHX counter 29*.
O=C(NNC(=S)NC1CC2CCC1C2)c1ccc(Cl)cc1 (configuration not stated) was read as Pf growth 96h inconclusive, FBPA Giardia inh 1%, Pf growth 48h inconclusive, Shiga inhibitor 12, Sm TGR block -5% and CHX counter 12*.
For CC(C)CCNC(=O)CC1C(=O)N(Cc2ccccc2)C(C)c2nc3ccccc3n21 (configuration not stated) the results were Pf growth 96h -1%, FBPA Giardia inh -2%, Shiga inhibitor -10, Sm TGR block 0% and CHX counter 3.
`COc1cccc(-c2cccc(NC(=O)C3CCN(Cc4nccs4)CC3)c2)c1` gave Pf growth 96h inconclusive, Pf growth 48h -26%, Shiga inhibitor -2, Sm TGR block -11% and CHX counter 1.
O=C(CN1CCSCC1)N/N=C/c1ccc(F)cc1 was read as Pf growth 96h inconclusive, FBPA Giardia inh -28%, Shiga inhibitor 15, Sm TGR block 0% and CHX counter 9.
`CC(C)n1cnc2c(Nc3cccc(Cl)c3)nc(NCCCO)nc21` gave Pf growth 96h 15µM*, FBPA Giardia inh -6%, Pf growth 48h inconclusive, Shiga inhibitor 11, Sm TGR block 4% and CHX counter 6.
Screening CCOc1ccc(-c2c(C(=O)N/N=C/c3ccoc3)nnn2-c2nonc2N)cc1 returned Pf growth 96h 60%[activator], FBPA Giardia inh -3%, Pf growth 48h 27%, Shiga inhibitor -13, Sm TGR block -8% and CHX counter -1.
`O=C(C1COc2ccccc2O1)N1CCN(c2ccccc2F)CC1` (configuration not stated) gave Pf growth 96h inconclusive, FBPA Giardia inh 0%, Pf growth 48h 12µM*, Shiga inhibitor 25, Sm TGR block 3% and CHX counter 1.
O=C(CN1CCc2cc3c(cc2C1)OCCCO3)Nc1ccc(F)cc1 was read as Pf growth 96h inconclusive, Pf growth 48h 2%, Shiga inhibitor -10, Sm TGR block inconclusive and CHX counter -8.
For CC(=O)c1ccc(N2CCN(C(=O)c3cc(-c4ccc5c(c4)OCO5)nc4ccccc34)CC2)cc1 the results were Pf growth 96h 0%, FBPA Giardia inh -2%, Pf growth 48h 6.6µM*, Shiga inhibitor 36*, Sm TGR block 6% and CHX counter 20*.
Screening CCCSc1nc(=O)n2cccc(C)c2n1 returned Pf growth 96h -19%, FBPA Giardia inh 10%, Pf growth 48h -11%, Shiga inhibitor 11, Sm TGR block 1% and CHX counter 15.

Screening data from PubChem.

Random draw from the library; about 24% have a hit in one of these screens.
